# From PubChem BioAssay
# mcGAS MS inh: blocks mouse cGAS cGAMP production | Q8C6L5 | 130,000 compounds, 0.18% hits | AID 1259397 | recombinant mouse cGAS, cGAMP by RapidFire MS | inhibition, % at 12.5 µM;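 active = inhibition of cGAS enzyme activity at or above 60%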;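 also: enzyme stimulated by 45 bp dsDNA with ATP and GTP substrates; cGAMP share of summed cGAMP plus half ATP and half GTP signals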
# Target sequence (Q8C6L5 whole entry, looked up): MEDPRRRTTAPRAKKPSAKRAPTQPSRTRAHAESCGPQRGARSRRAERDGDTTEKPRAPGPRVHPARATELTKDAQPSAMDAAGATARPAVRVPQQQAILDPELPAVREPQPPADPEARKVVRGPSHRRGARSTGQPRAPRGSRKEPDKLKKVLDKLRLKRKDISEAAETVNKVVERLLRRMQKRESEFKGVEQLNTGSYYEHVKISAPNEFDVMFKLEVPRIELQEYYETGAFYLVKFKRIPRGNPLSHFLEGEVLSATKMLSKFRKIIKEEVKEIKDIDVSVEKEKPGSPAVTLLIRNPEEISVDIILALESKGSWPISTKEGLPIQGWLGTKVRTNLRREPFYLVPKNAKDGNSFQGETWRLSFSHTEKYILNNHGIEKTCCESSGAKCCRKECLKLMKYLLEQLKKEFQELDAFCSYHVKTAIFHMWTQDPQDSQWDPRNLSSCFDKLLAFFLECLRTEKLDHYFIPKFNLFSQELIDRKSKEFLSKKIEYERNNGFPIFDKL
# An asterisk follows results filed as active. These rows are one share of the data (hit frequency here may not be typical).
no.	compound	mcGAS MS inh
1	Cc1ccc(C(=O)Nc2ccn(CC(=O)N3CCOCC3)n2)cc1C	-7
2	Cc1ccc(C(=O)Cn2c(NCCCO)nc3ccccc32)cc1	-41
3	O=C(Nc1ccc(N2CCNCC2)nc1)C1CCCCC1	-4
4	Cn1cc(C(=O)Nc2ccc(S(N)(=O)=O)cc2)c2[nH]c(=O)n(Cc3ccccc3)c(=O)c21	-6
5	Cc1noc(C)c1CN(C)CC(=O)N(CCC(N)=O)c1ccc(F)cc1	-7
6	CCOC(=O)c1cc(-c2ccccc2)nc2ccc(C)cc12	1
7	COc1cccc(CN2CCCn3cccc3C2c2ccccc2Cl)c1O (centres undefined)	-10
8	COc1ccc(-c2nnc3n2N=C2CCCCC2S3)cc1 (centres undefined)	-4
9	O=C(NCCn1ncccc1=O)c1cccc(C(F)(F)F)c1	-1
10	CCOC(=O)CC1(N(C)C(=O)C2CCOC2)CCCCC1 (centres undefined)	-15
11	COc1cccc(-n2c(=O)[nH]c3c(C(N)=O)nc(-c4ccccc4O)nc32)c1	-6
12	CCCCSc1nc2c(c(C(F)(F)F)c1C#N)CCC2	-5
13	CCOc1ccc(C(C)NC(=O)c2ccno2)cc1OCC (centres undefined)	-23
14	CC(C)C1CC(C(=O)N2CCN(C)C3(CCN(C)CC3)C2)CCO1 (centres undefined)	-23
15	Cc1ccc(Cn2c(N3CCN(Cc4cc(C)ccc4C)CC3)nc3c2c(=O)[nH]c(=O)n3C)cc1	1
16	O=C(O)/C=C\c1csc2ccc(Br)cc12	-14
17	COc1ccccc1C(=O)NCc1ccc(C)cc1	-3
18	Cc1cccc(C2CC(c3ccccc3NS(C)(=O)=O)=NN2C(=O)C(C)C)c1 (centres undefined)	0
19	CCc1ccc(S(=O)(=O)NCCCn2nc(-c3ccc(F)cc3)ccc2=O)s1	7
20	CN(Cc1cnc(N)nc1)Cc1cn[nH]c1-c1ccccc1	-19
21	COc1cc2n(c(=O)c1)Cc1ccccc1-2	-8
22	CCN1CCN(c2ccc(C(=O)Nc3nnc4ccccn34)cc2F)CC1	-5
23	CCCCNC(=O)CN(C)Cc1nnc(C)n1C	-8
24	c1cc(CN2CCC(c3ccncc3)CC2)n(-c2nccs2)c1	-13
25	O=S(=O)(NCc1ccc(C2OCCO2)cc1)N1CCc2ccccc2C1	-17
26	CCNC(=O)NC(=O)C(C)Sc1nnc(Nc2ccc(C)cc2)s1 (centres undefined)	-6
27	CC(=O)c1cc(CN2CCOC(Cc3ccccc3)C2)cs1 (centres undefined)	-10
28	Cc1ccc(CNC(=O)c2cc(C)on2)c(N(C)C)c1	13
29	O=C(O)CSc1nnc(C2CC2)n1-c1ccccc1C(F)(F)F	-14
30	NCCc1cc(N2CCC(N3CCC(O)CC3)CC2)ncn1	-28
31	CN(Cc1cn[nH]c1-c1ccc(F)cc1)Cc1ncccc1C(=O)O	-10
32	CN1N=C(C(=O)Nc2cc(Cl)ccc2C(=O)Nc2ccc(Cl)cn2)CCC1=O	-2
33	CNC(=O)c1ccc(C2CCCN2C(=O)c2cc(CC(C)C)nn2C)s1 (centres undefined)	-9
34	COc1ccc(NC(=O)c2cn(C)c3c(=O)n(-c4ccc(Cl)cc4)c(=O)[nH]c23)c(OC)c1	-30
35	COc1ccc(C(=O)N2CCN(C(C(=O)NCc3ccco3)C3CCCC3)CC2)cc1 (centres undefined)	-6
36	COc1ccc(-n2nnc3c(=O)n(Cc4cccc(C(F)(F)F)c4)cnc32)cc1	4
37	C(=NN=Cc1nc(-c2ccccc2)n2ccccc12)c1nc(-c2ccccc2)n2ccccc12	-3
38	O=[N+]([O-])c1nn(-c2ccccc2)n(O)c1=NCc1ccco1	-19
39	OCCC1CN(C2CCOCC2)CCN1Cc1ccccc1F (centres undefined)	-3
40	CC(Sc1nncs1)C(=O)Nc1ccc(OC(F)F)cc1 (centres undefined)	5
41	Cc1cccc(S(=O)(=O)NCCc2cn(Cc3ccc(Cl)cc3)c3ccccc23)c1	-3
42	COc1ccc(C(=O)Nc2ccc(CC(=O)N3CCOCC3)cc2)c(OC)c1OC	-5
43	O=C(Nc1cccc(C(F)(F)F)c1)c1cccc(NC(=O)C2CC=CCC2)c1 (centres undefined)	-1
44	COc1ccc(OC)c(NC2=C(Cl)C(=O)N(c3ccccc3C)C2=O)c1	-3
45	Cn1ncc2c(=O)n(CCOc3ccc(Cl)cc3Br)cnc21	0
46	CC(c1ccccc1)N1CC(C(=O)N2CCN(Cc3ccc(C#N)cc3)CC2)CC1=O (centres undefined)	-5
47	O=C1C=C(c2ccccc2)C(c2ccccc2)C1=O (centres undefined)	-17
48	O=C(Nc1ccc(F)cc1)c1cccc(CN2CCS(=O)(=O)CC2)c1	6
49	COc1ccc(-c2ccc(C(=O)NCc3cnn(C)c3)c(F)c2)cc1	-3
50	Cn1cccc1-c1cc(C(=O)N(Cc2ccccn2)CC2CCCO2)[nH]n1 (centres undefined)	-5
51	O=c1cc(CN2CCCSc3ccccc32)nc2sccn12	-7
52	COC(=O)c1cc(-c2ccc(OC)cc2)nc2c1c(C)nn2C1CCS(=O)(=O)C1 (centres undefined)	-6
53	CCOC(=O)N1CCc2c(sc(NC(=O)C3CC3)c2-c2nc3ccccc3s2)C1	-4
54	O=S(=O)(c1ccccc1C(F)(F)F)N1CCN(c2nc3ccccc3nc2-c2ccccc2)CC1	-4
55	CC(C)S(=O)(=O)c1ncc(CN(C)Cc2ccco2)n1Cc1ccccc1F	-15
56	O=C(CN1CCN(S(=O)(=O)N2CCCC2)CC1)NCc1ccccc1F	-13
57	CCOC(=O)C1=C(C)NC(c2ccccc2)=C(C(=O)OCc2ccc([N+](=O)[O-])cc2)C1C#Cc1ccccc1 (centres undefined)	-13
58	Cc1ccc(-c2nc(C(=O)N(C)Cc3ccc(C4CC4C)o3)cs2)o1 (centres undefined)	-4
59	Cc1cccc(CN2CCN(C(=O)c3n[nH]c(=O)c4ccccc34)CC2)c1	-7
60	O=C(Nc1nc(CN2CCCCC2)cs1)c1cnn(-c2ccc(Cl)cc2)c1	-12

# (listing goes on)
no.	compound	mcGAS MS inh
61	Cc1nc2n(c1CCNC(=O)c1cc(C3CC3)n(C(C)(C)C)n1)CCCC2	-12
62	CN1C[C@H]2CNC[C@@]2(C(=O)N2CCC(N3C(=O)Cc4ccccc43)CC2)C1	-7
63	COC(=O)c1cc(OC)c(OC)cc1NC(=O)c1oc2ccccc2c1C	-7
64	CS(=O)(=O)NCCCn1nc(-c2ccco2)ccc1=O	5
65	N#Cc1c(N)nc(N2CCCCC2)c(C#N)c1C1(C#N)CC1	-4
66	CC1CCC(C(N)=O)CN1C(=O)c1cc(Cl)c(Cl)n1C (centres undefined)	1
67	c1ccc(C(Cc2nc(-c3ccccn3)no2)c2ccccc2)cc1	-30
68	COc1cn2c(cc1=O)C(=O)N(CCNC(=O)C(c1ccccc1)c1ccccc1)CC2	-10
69	O=C1OCc2csc(Br)c2-c2c1csc2Br	3
70	Clc1ccc(CSc2ncccn2)cc1	-25
71	CC(C)CC(C)N(C)C(=O)n1ccnc1 (centres undefined)	-6
72	Fc1ccc(Oc2cc(C(F)(F)F)nc(SCc3ccccc3Cl)n2)c(F)c1	-4
73	COc1ccc(-n2ncc(C(C)NCc3ccc4nsnc4c3)c2C)cc1 (centres undefined)	-2
74	CCOc1cccc2sc(=NC(=O)c3ccc4ncsc4c3)n(CC)c12	-5
75	CCCn1c(C)cn2c3c(=O)n(CC(=O)OC)c(=O)n(C)c3nc12	-1
76	Cn1c(CN2CCN(S(=O)(=O)c3ccc(Cl)s3)CC2)cc(=O)n(C)c1=O	1
77	CCOC(=O)Cn1ncc2c1CCN(C(=O)/C=C/c1ccoc1)C2	-1
78	NC(=O)c1ccc(N2CCN(Cc3ccncc3Cl)CC2)cc1	-10
79	CN1CCC2(CC1)CN(C(=O)c1ccccc1-c1ncc[nH]1)CCCN2C	-6
80	NS(=O)(=O)c1cc(Cl)ccc1Cl	-1
81	CCC(CC)NC(=O)COC(=O)C1C(C(=O)OC)=C(C)NC(C)=C1C(=O)OC	-7
82	COC(=O)N[C@H]1C[C@@H](C(=O)NCc2ccccc2F)N(C)C1	-6
83	CC(=O)N1CCCc2cc(S(=O)(=O)Nc3ccc(Cl)cc3C)ccc21	-4
84	COc1cccc(-n2ccc3c(cnc4nc(SC)nn43)c2=O)c1	-5
85	Cc1cccnc1CN1CCN(C(=O)c2cn(CCN3CCCCC3)nn2)CC1	-9
86	CCCCc1ccc(CN2CCN3C(=O)CNC(=O)C3C2)s1 (centres undefined)	-12
87	COc1cc(Cn2c(=O)n(C)c3ccccc32)c(OC)cc1Br	-28
88	COc1ccc(CNC(=S)NC(=O)c2ccc(F)cc2)cc1OC	1
89	Cc1cc(CNC(=O)c2cn(Cc3cccc4ccccc34)nn2)n[nH]1	-7
90	O=C(O)c1ccccc1-c1ncc[nH]1	6
91	CCN(CC)c1ccc(-c2nnc(SC(C)C)n2C)cc1	3
92	Cc1ccc(C(=O)Nc2nnc3n2CCCS3)cc1C	-3
93	CC1Cc2nc(SCC(=O)c3ccc(Cl)cc3)n(-c3ccccc3)c(=O)c2S1 (centres undefined)	-1
94	O=C(Nc1cccnc1-n1cccn1)NC12CC3CC(CC(C3)C1)C2	-6
95	CCN(Cc1cccc(C)c1)Cc1cc(C)on1	-8
96	Cc1[nH]c2ccccc2c1N=Nc1c(C)n(C)n(-c2ccccc2)c1=O	-12
97	CCn1c(C(O)c2ccccc2)nc2ccccc21 (centres undefined)	-4
98	CN1OCC(S(=O)(=O)N2CCCC2)C1c1ccco1 (centres undefined)	-7
99	O=C1CCCN2N=C(SCC(=O)N3CCCC3)SC2=N1	-5
100	Cc1oc(-c2cc3c(cc2Cl)OCO3)nc1CN(Cc1cnn(C)c1)C(C)C	5
101	CC(=O)N1N=C(c2ccccc2)OC1C(=O)N(C)CC1OCCO1 (centres undefined)	-12
102	CCC(=O)NC1CCCN(C(=O)Nc2ccc(F)cc2OC)C1 (centres undefined)	-22
103	O=C(c1ccc(CNS(=O)(=O)c2ccc3ccccc3c2)cc1)N1CCOCC1	7
104	Cc1ccccc1OCCNCCN1CCOCC1	-2
105	CC(C)Oc1cccc(C(=O)C2CCCN(C(=O)CCc3c[nH]c4ccccc34)C2)c1 (centres undefined)	-10

# Among those listed so far, these contain a cyano group.
no.	compound	mcGAS MS inh
12	CCCCSc1nc2c(c(C(F)(F)F)c1C#N)CCC2	-5
46	CC(c1ccccc1)N1CC(C(=O)N2CCN(Cc3ccc(C#N)cc3)CC2)CC1=O (centres undefined)	-5
65	N#Cc1c(N)nc(N2CCCCC2)c(C#N)c1C1(C#N)CC1	-4

# Some of these compounds in order of the mcGAS MS inh value, smallest number first.
no. | Structure | mcGAS MS inh
94 | O=C(Nc1cccnc1-n1cccn1)NC12CC3CC(CC(C3)C1)C2 | -6
97 | CCn1c(C(O)c2ccccc2)nc2ccccc21 (centres undefined) | -4
100 | Cc1oc(-c2cc3c(cc2Cl)OCO3)nc1CN(Cc1cnn(C)c1)C(C)C | 5

# Next entries follow:
no.	compound	mcGAS MS inh
106	Cc1cc(C)c(-c2nccn2CC2CCN(C)C2)cc1Cn1cncn1 (centres undefined)	-8
107	Cc1[nH]n(-c2ccc(F)cc2)c(=O)c1CCC(=O)N1CCc2ccccc21	7
108	CCN1CCCC1CN(CC1CCN(CCOC)CC1)C(=O)c1cccc(OC)c1 (centres undefined)	-2
109	O=S(=O)(CC12C3C4C5C1C2C(Br)(C43)C51OCCO1)c1ccccc1 (centres undefined)	-6
110	CC(C)c1cc(CN2CCCC(CNC(=O)c3ccco3)C2)[nH]n1 (centres undefined)	5
111	O=C(c1csc(Cc2ccccc2)n1)N1C[C@@H]2[C@H](C1)[C@H]1CC[C@@H]2O1	5
112	COc1cn2c(cc1=O)C(=O)N(CCNC(=O)COc1ccccc1C)CC2	-5
113	CC(C)(C)c1ccc(CC(=O)N2CCC2(C)C(=O)Nc2cccc(C#N)c2)cc1 (centres undefined)	4
114	Cc1cc(C)n(CC(=O)N2N=C(C(F)F)CC2(O)C(F)F)n1 (centres undefined)	-30
115	CCc1ccc(NC(=Nc2nc(C)cc(C)n2)NC(C)=O)cc1	1
116	O=C(O)c1sc2cc(F)ccc2c1Cl	17
117	CC(CCN(C)Cc1ncc[nH]1)c1ccccc1 (centres undefined)	-25
118	Cc1ccsc1C=Nn1cnc2scc(-c3cccs3)c2c1=O	-10
119	Cc1cccc(C)c1Cn1c(C)c(C(=O)NCc2cccc([N+](=O)[O-])c2)sc1=O	-3
120	CSc1cccc(CN2CCC(CCC(=O)NC3CC3)CC2)c1	-2
121	CC(C)c1ccccc1NC(=O)C1CC2CCCC(C1)C2=O (centres undefined)	1
122	CC1OC(C)(C)N(C(=O)OC(C)(C)C)C1C(=O)NC1CCN(CC(F)F)CC1 (centres undefined)	1
123	O=C(NCCn1ccc2ccccc21)C1CCCCC1	-7
124	O=C(CSCc1ccccc1)c1ccccc1Br	0
125	Cn1cc(Cc2nc(C3CC3)n[nH]2)c2ccccc21	-17
126	O=S(=O)(/C=C/c1ccccc1)Nc1ccccc1N1CCCCC1	-4
127	COc1ccc(CCn2c(-c3ccc(O)cc3)n[nH]c2=O)cc1	2
128	O=C(NN1CCOCC1)c1ccco1	-16
129	O=C(c1ccc2nc(C3CCCCC3)oc2c1)N1CCCN(C(=O)c2ccco2)CC1	-9
130	Cc1cc(C(=O)N2CCn3c(nnc3C(N)=O)C2)ccc1F	-3
131	CC(C)C1CN(C(=O)CCC2=NNC(=O)CC2)CCCN1CC1CC1 (centres undefined)	-6
132	O=C1c2ccccc2NC2(CCCC2)N1CC1CCCO1 (centres undefined)	-2
133	CCCCSC(C)C(=O)NC1CN(C2CC2)CC1C (centres undefined)	-8
134	COc1ccc(C(=O)Oc2ccccc2/C=N/Nc2ccc([N+](=O)[O-])cc2)cc1	1
135	C=CCN(Cc1sc(C)nc1C)S(=O)(=O)c1cccs1	-2
136	CC12CS(=O)(=O)CC1SC(=S)N2c1ccccn1 (centres undefined)	2
137	O=C(CSc1ccncc1)OCc1cc(-c2ccc3c(c2)OCCO3)on1	-6
138	COc1cccc(C(=O)Nc2c(C)nc3c(C)cccn3c2=O)c1OC	-12
139	COc1cc(NCCc2csc(-c3ccncc3)n2)ncn1	-3
140	O[C@@H]1CN(Cc2cc3ccccc3o2)CC[C@H]1N1CCN(c2ccccn2)CC1	-8
